Shiga inhibitor – A qHTS for Small Molecule Inhibitors of Shiga Toxin; Vero cells, Shiga toxin protein synthesis inhibition reporter; inhibition, % at 38.7 µM; 9.2% of 290,000 active; AID 2315, 2010; in the data active = inhibition mostly above about 28%, no sharp cut-off; inactive = mostly below about 43%; also: 0% is about no effect
Pf growth 48h – Primary qHTS for delayed death inhibitors of the malarial parasite plastid, 48 hour incubation | P. falciparum luciferase growth in erythrocytes, 48 h | Potency, µM (doses to about 28.7 µM), for inactives: at the highest dose activity change, negative = inhibition, hits mostly inhibitors | 5.9% of 310,000 active | AID 504832, 2011; also: potency is read from the fitted curve at half-maximal effect; % is scaled to controls: 0 for no effect and ±100 for the full control effect
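Growth was read as firefly luciferase luminescence after a 48 h, 37 C, 5% CO2 exposure of compounds to reporter-bearing P. falciparum cultures (0.1% parasitemia, 2% hematocrit final) in Albumax-supplemented RPMI 1640.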
Cycloheximide cs – Cycloheximide Counterscreen for Small Molecule Inhibitors of Shiga Toxin; cell reporter, cycloheximide protein synthesis inhibition counterscreen; max response, %; 12% of 300,000 active; AID 2314, 2010; in the data active = max response mostly above about 13%, no sharp cut-off; inactive = mostly below about 14%; also: read at 38.3 µM for the half of the compounds with a filed dose; 0% is about no effect
AmpC no deterg – qHTS Inhibitors of AmpC Beta-Lactamase (assay without detergent). P00811. AID 485341, 2010. AmpC nitrocefin hydrolysis, absorbance 480 nm, 0.0001% Triton. 0.52% of 330,000 active. Potency, µM (titrated, usually from 57.1 µM), without a hit: at the highest dose activity change, negative = inhibition, hits mostly inhibitors;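 also: potency is read from the fitted curve at half-maximal effect; plate controls were no compound for no effect and no enzyme for full effect; nearly all actives have a fitted effect of over 20% in size; some results filed as inactive show a strong effect at the top dose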
Target sequence (P00811 whole entry, looked up): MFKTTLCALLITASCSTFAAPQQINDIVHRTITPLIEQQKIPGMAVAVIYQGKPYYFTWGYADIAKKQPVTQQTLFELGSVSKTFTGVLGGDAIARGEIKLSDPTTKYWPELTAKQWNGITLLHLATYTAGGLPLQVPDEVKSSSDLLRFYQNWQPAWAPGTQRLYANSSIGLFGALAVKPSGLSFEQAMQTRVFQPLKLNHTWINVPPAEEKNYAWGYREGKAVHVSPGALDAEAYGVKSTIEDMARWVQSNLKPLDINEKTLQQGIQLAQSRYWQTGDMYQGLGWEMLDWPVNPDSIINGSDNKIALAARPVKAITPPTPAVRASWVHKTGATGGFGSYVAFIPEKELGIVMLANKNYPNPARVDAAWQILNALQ
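20 mM phosphate pH 7.0 + 0.01% (detergent screen) or 0.0001% Triton X-100; 5.3 nM AmpC reagent; cpd preinc 15 min RT; nitrocefin (800 uM stock) to start; A480 q20 s × 4 min; Activity was normalised to no-enzyme and no-compound control wells.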
LmPK inh – qHTS Assay for Inhibitors of Leishmania Mexicana Pyruvate Kinase (LmPK); Q27686; Potency, µM (series often up to 57.5 µM), inactives show top-dose activity change, negative = inhibition, usual class: inhibitors; 0.37% of 290,000 active; purified LmPK, Kinase-Glo ATP luminescence, 1 h; also: potency is read from the fitted curve at half-maximal effect; % is scaled to controls: 0 for no effect and ±100 for the full control effect
Target sequence (Q27686 whole entry, looked up): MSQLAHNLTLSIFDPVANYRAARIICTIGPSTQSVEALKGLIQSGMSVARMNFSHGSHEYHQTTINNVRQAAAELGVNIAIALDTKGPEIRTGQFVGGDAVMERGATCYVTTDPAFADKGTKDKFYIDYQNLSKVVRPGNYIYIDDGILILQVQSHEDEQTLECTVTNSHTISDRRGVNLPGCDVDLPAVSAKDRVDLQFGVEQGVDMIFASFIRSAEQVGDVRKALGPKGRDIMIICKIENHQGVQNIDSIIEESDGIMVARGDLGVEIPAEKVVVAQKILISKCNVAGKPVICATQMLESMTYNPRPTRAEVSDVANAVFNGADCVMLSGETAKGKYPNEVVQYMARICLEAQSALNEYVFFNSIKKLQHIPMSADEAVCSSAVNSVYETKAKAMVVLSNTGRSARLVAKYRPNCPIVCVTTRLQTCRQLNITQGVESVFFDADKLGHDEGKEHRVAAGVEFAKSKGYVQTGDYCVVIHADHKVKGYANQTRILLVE
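Purified LmPK (0.1 nM) with 0.5 mM PEP and 0.1 mM ADP in imidazole buffer pH 7.2 with MgCl2/KCl, 1 h at room temperature. ATP formed was read by luciferase luminescence and normalized to no-enzyme and uninhibited controls.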
Pf growth 96h – Primary qHTS for delayed death inhibitors of the malarial parasite plastid, 96 hour incubation; AID 504834, 2011; Potency, µM (top dose mostly 28.7 µM), for the others: at the top dose activity change, negative = inhibition, usual class: inhibitors; 6.9% of 320,000 active; P. falciparum luciferase reporter growth, 96 h; also: potency is read from the fitted curve at half-maximal effect; % is scaled to controls: 0 for no effect and ±100 for the full control effect
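Compounds incubated with erythrocytes infected by luciferase-expressing P. falciparum (2% hematocrit, 0.05% parasitemia final) for 96 hours, 37 C in 5% CO2. Growth inhibition scored as decreased luciferase luminescence.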
TbPYK inhibitor – qHTS of Trypanosoma Brucei Inhibitors | Potency, µM (series often up to 76.8 µM), for inactives: at the highest dose activity, negative = inhibition, usual class: inhibitors | TbPYK enzyme, Kinase-Glo Plus ATP luminescence, 45 min | AID 624173, 2012 | 0.12% of 410,000 active; also: potency is read from the fitted curve at half-maximal effect; % is scaled to controls: 0 for no effect and ±100 for the full control effect; nearly all actives have a fitted effect of over 50% in size
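Assay buffer: 50 mM TEA pH 7.2, 100 mM KCl, 10 mM MgCl2, 0.05% BSA, 0.01% Tween-20. Pyruvate kinase from T. brucei plus substrate met compound, then ADP (130 uM final). Luminescence was read post 45 min RT.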
* marks the source's active call; other numbers are inactive results; ? = inconclusive; . = no result given; [ ] = another dose, or the depositor's remark. Unless noted, calls follow the shape of the dose curve; as a rule, active = well fitted curve in the direction sought with a large enough effect; inconclusive = small, poorly fitted or top-dose-only effect, or another doubt; inactive = no such curve, though single readings can be large; an effect the other way counts as inactive or inconclusive. This is a random part of the collection; 22% or so of the library scored in one or more.

SMILES	Shiga inhibitor	Pf growth 48h	Cycloheximide cs	AmpC no deterg	LmPK inh	Pf growth 96h	TbPYK inhibitor
COc1ccc(N2CC(C(=O)Nc3nc(-c4ccccc4)c(C(C)=O)s3)CC2=O)c(OC)c1 (centres undefined)	.	-23%	.	183%[activator]	.	?	-1%
COc1ccc(S(=O)(=O)N2CCC(C(=O)N3CCCC3)CC2)cc1Cl	2	0%	-2	85%[activator]	-7%	?	-3%
Cc1nn(C(C)C(=O)NCc2cccs2)c(=O)c2nn(-c3ccccc3)c(C)c12 (centres undefined)	-4	-9%	-11	-23%	-4%	?	-13%
CCCCNC1=CC(=O)C(=O)c2ccccc21	4	0%	4	-7%	6%	-13%	-1%
Cc1cc2nc(C)n(CCCN)c2cc1C	-25	?	-2	-14%	0%	-9%	.
O=C(Cn1[nH]c(=O)c2ccccc2c1=O)N1CCN(S(=O)(=O)c2ccc(Cl)cc2)CC1	.	?	.	-18%	.	?	-19%
CC(=O)c1c(C)[nH]c(C(=O)CSc2ccc(F)cc2)c1C	98*	91%[activator]	49*	-18%	-3%	117%[activator]	0%
CCOC(=O)c1[nH]c(C)c(C(=O)OCC(=O)Nc2sc3c(c2C#N)CCCCC3)c1C	-2	11%	-4	-49%	3%	26%	0%
Cc1ccc(CC2CC(=O)N(c3cc(Cl)ccn3)C2=O)cc1 (centres undefined)	12	9%	9	-9%	-5%	?	6%
O=C1NC2(CCCCC2)C(=O)N1Cc1cccc(C(F)(F)F)c1	-6	5%	1	-7%	5%	?	1%
CCc1ccc(OC(C)C(=O)Nc2ccc(S(=O)(=O)Nc3cc(C)on3)cc2)cc1 (centres undefined)	-10	9%	-2	-40%	-1%	?	-3%
CSCCC(NC(=O)c1ccc(=O)n(C)n1)c1nc2ccccc2[nH]1 (centres undefined)	27	17%	-3	-4%	-1%	-4%	-4%
COc1ccccc1/C=N/NC(=O)C(NC(=O)c1ccccc1)=C(C)C	-3	-9%	-2	?	2%	41%[activator]	1%
COc1ccc(Br)cc1S(=O)(=O)N1CCN=C1c1ccccc1	9	3%	-2	71%[activator]	-5%	-8%	-17%
CCOc1ccc(C(C)NC(=O)c2ccccc2F)cc1 (centres undefined)	8	-13%	0	-26%	0%	-61%	3%
Cc1ccc2c(Cl)c(C(=O)NCCc3ccccc3)sc2c1	124*	178%[activator]	48*	-29%	-5%	?	-3%
CC(C)Sc1nc2[nH]ncc2c(=O)[nH]1	12	-9%	-2	-11%	2%	27%	-5%
CC(C)c1ccc(C(=O)NN2C(=O)C3CCCCC3C2=O)cc1 (centres undefined)	96*	95%[activator]	50*	-30%	8%	95%[activator]	-1%
CC(C)OCCCNC(=O)c1ccc(CS(=O)(=O)Cc2ccccc2F)o1	10	5%	-3	108%[activator]	0%	85%[activator]	-7%
CSc1ccc(CCNC(=O)c2nn(C)c3c2CS(=O)(=O)c2ccccc2-3)cc1	22	?	-3	-17%	-3%	?	-1%
CCOc1ccccc1NC(=O)CC(O)(C(F)(F)F)C(F)(F)F	-5	-4%	-2	6%	4%	40%[activator]	5%
COCc1nnc(NS(=O)(=O)c2c(C)cc(C)cc2C)s1	-8	.	-3	-21%	8%	-9%	1%
O=C(O)CSc1nnc(-c2cccnc2)n1Cc1ccccc1	-3	16%	1	-19%	3%	.	-11%
COc1cccc(C(=O)NCCS(=O)(=O)NCCc2ccc(OC)c(OC)c2)c1	.	-21%	.	-12%	.	-11%	2%
Cc1cccc(N2CCN(C(=S)Nc3ccc4nc(N5CCN(C)CC5)cc(C)c4c3)CC2)c1C	-23	12µM*	-17	-9%	5%	?	2%
CN(C)C(=O)CCCc1nc(-c2ccc(Cl)cc2)no1	156*	151%[activator]	38*	14%	-5%	.	-5%
COc1ccc(NC(C)=O)cc1NC(=O)c1ccc2ccccc2c1	17	16%	5	3%	-5%	-11%	12%
COc1ccccc1C(=O)Nc1ccccc1SC(=O)c1ccccc1OC	72*	-26%[0.00184 µM]	26*	-30%	-1%	0%	7%
CC(CCc1ccccc1)NC(=O)c1ccc(Br)o1 (centres undefined)	1	-18%	6	-13%	4%	35%[activator]	-10%
CCN(CC)S(=O)(=O)c1ccc(NC(=S)NC(=O)C(C)C)cc1	-8	-13%	0	-18%	1%	3%	-11%
CCOC(=O)c1oc2ccccc2c1CN1CCOCC1	-4	0%	4	11%	4%	.	-9%
CSCCC(NS(=O)(=O)c1ccc2c(c1)oc(=O)n2C)C(=O)NC1CCCc2ccccc21 (centres undefined)	5	.	8	0%	-1%	-23%	0%
Cc1cc(NC(=O)Nc2ccc(C)c(C)c2)no1	97*	34%[activator]	43*	-18%	2%	-7%[5.75 µM]	3%
CCC(OC(=O)C1=Cc2ccccc2OC1)C(=O)NC1CCCC1 (centres undefined)	-9	2%	-1	-24%	1%	-18%	-3%
CSc1ncc(C(=O)Nc2ccc(C)cc2C)c(C)n1	32	-3%	3	-15%	0%	?	9%
CCCN1Cc2cccc(C(=O)NC(C)c3cccs3)c2C1=O (centres undefined)	-14	.	-4	15%	4%	27%	-2%
COc1ccc(CNC(=O)C2CCN(c3nccs3)CC2)cc1	-5	3%	-7	0%	7%	.	0%
c1ccc(-c2ccc(C3=Nn4c(nnc4-c4cc(-c5ccccc5)n[nH]4)SC3)cc2)cc1	11	?	1	-19%	4%	12µM*	3%
CCc1[nH]c(=O)[nH]c1C(C)S(=O)(=O)c1ccc(C)cc1 (centres undefined)	19	-12%	6	-1%	10%	16%	-1%
CCN(Cc1ccccc1)S(=O)(=O)c1ccc(S(=O)(=O)N2CCN(C)CC2)cc1	-11	1%	-4	-16%	9%	.	-1%
CN(C(=O)c1cnc2n(c1=O)CCS2)C1CCCCC1	-3	.	-5	-9%	7%	18%	5%
O=C(CCS(=O)(=O)c1ccc(Cl)cc1)N1CCN(c2ccccc2F)CC1	7	-18%	16	12%	-4%	0%	-3%
CCC(C(=O)NCCCN1CCN(CC)CC1)n1nc(C)n2c(cc3occc32)c1=O (centres undefined)	-1	27%	1	-5%	2%	74%[activator]	3%
S=C(Nc1ccccc1Cl)Nc1ccc(Cl)cc1Cl	10	27%	1	-12%	-3%	?	-4%
CSCCC(NC(=O)COc1ccccc1)C(=O)NCC1COc2ccccc2O1 (centres undefined)	-12	-11%	-2	34%	-3%	-24%	2%
COc1ccc(C2C(C#N)=C(N)N(c3cccnc3)C3=C2C(=O)CC(C)(C)C3)cc1OC (centres undefined)	25	-25%	7	9%	2%	?	-14%
Cn1cc(S(=O)(=O)Nc2ccc3c(c2)OCCO3)cn1	103*	146%[activator]	44*	-10%	-4%	?	-4%
CCN(CC)C(C)C(=O)Nc1c2c(cc3c1CCC3)CCC2 (centres undefined)	-5	?	-6	-49%	0%	?	2%
CC1=C(C(=O)NC(C)c2ccc3c(c2)OCCO3)C2(CCC(C)CC2)OC1=O (centres undefined)	-4	?	-3	-5%	1%	10µM*	-2%
FC(F)(F)c1cc(CCN2C(=S)NC[C@@H]2c2ccccc2)cc(C(F)(F)F)c1	2	-15%	-2	-7%	5%	?	4%
The results go on.
SMILES	Shiga inhibitor	Pf growth 48h	Cycloheximide cs	AmpC no deterg	LmPK inh	Pf growth 96h	TbPYK inhibitor
CCOC(=O)NC(=O)/C(N=Nc1cc(C)cc(C)c1)=C(\C)O	24	-14%[5.75 µM]	-4	-9%	4%	?	4%
Cn1c(-c2ccc(F)cc2)cnc1NCc1ccccc1F	19	?	17*	-12%	-8%	-28%	6%
CCN1C(=O)CC(c2cccnc2)=Nc2ccccc21	-2	-1%	8	-4%	3%	-2%	-2%
NCC1CCC(N)C(O[C@@H]2C(O)[C@H](O[C@H]3OC(CO)C(O)C(N)C3O)[C@@H](N)C[C@H]2N)O1 (some centres undefined)	.	-13%	.	.	.	?	1%
Cc1cc(C)cc(N(CC(=O)NCc2ccc(F)cc2)C(=O)c2snc(C(N)=O)c2N)c1	-2	?	1	13%	1%	?	0%
CN(C)S(=O)(=O)c1ccc(NC(=O)C2CC3C=CC2C3)cc1 (centres undefined)	-6	-75%	1	-18%	0%	35%[activator]	-7%

High-throughput results: PubChem, National Center for Advancing Translational Sciences (NCATS)
